All columns: NCI-60 one-dose screen, growth in % after 48 h at 10 µM unless noted; 100 = growth as untreated, 0 = no growth, -100 = all killed.
NCI-H226 = NCI-H226 lung cancer; 79,000 tested, 3.5% active
OVCAR-8 = OVCAR-8 ovarian cancer; 81,000 tested, 4.4% active; AID 1794782
NCI-H522 = NCI-H522 lung cancer. 78,000 tested, 8% active
NCI-H460 = NCI-H460 lung cancer; AID 1794736; 82,000 tested, 6.8% active
OVCAR-3 = OVCAR-3 ovarian cancer. 79,000 tested, 7% active. AID 1794787
NCI-H322M = NCI-H322M lung cancer; 80,000 tested, 2.7% active; AID 1794733
OVCAR-5 = OVCAR-5 ovarian cancer | 82,000 tested, 2.9% active
NCI-H23 = NCI-H23 lung cancer; 80,000 tested, 4% active; AID 1794731
NCI/ADR-RES = NCI/ADR-RES ovarian cells | 81,000 tested, 4.4% active | AID 1794790
Numbers without * were called inactive; . = not tested or not shown; & = joins results of further samples; [ ] = another dose, or the depositor's remark. The calls were made as follows: active = growth percent below 10; inactive = the rest.

SMILES | NCI-H226 | OVCAR-8 | NCI-H522 | NCI-H460 | OVCAR-3 | NCI-H322M | OVCAR-5 | NCI-H23 | NCI/ADR-RES
CC(CC(=O)c1ccc(F)cc1)N1CCN(c2ccccc2)CC1 (centres undefined) | . | 103.7 | 85.7 | 114.6 | 86.3 | 93.3 | 108.2 | 97.5 | 105.5
CN(C)c1ccc(/C=C/c2nccc3ccccc23)cc1 | 71.6 | 87.9 | . | 74.3 | 81.6 | . | 89.4 | 81.9 | 78.4
CCCO/N=C/c1ccccn1 | 100.2&99.2 | 106.6&103.1 | 87.3&94.8 | 109.0&104.6 | 113.4&104.9 | 112.4 | 100.3&106.4 | 96.6&105.4 | 99.5&100.6
CC(=O)OCC(COC(C)=O)(CN1C(=O)c2ccccc2C1=O)CN1C(=O)c2ccccc2C1=O | 101.0 | 102.0 | . | 106.4 | 110.5 | 104.8 | 108.9 | 104.3 | 98.6
Cc1onc(-c2c(F)cccc2Cl)c1C(=O)OCc1c(F)cccc1Cl | 86.6 | 103.3 | 88.1 | 100.8 | 102.2 | 88.5 | 90.7 | 102.0 | 103.7
Cn1c(N)cc(=O)[nH]c1=S | 100.2 | 103.2 | 105.7 | 113.7 | 117.3 | 125.6 | 100.8 | 98.9 | 102.8
CCOC(=O)c1cnn2c(-c3ccc(Cl)cc3)nc(N3CCCC3)nc12 | 86.4 | 70.8 | 82.9 | 104.5 | 92.3 | 87.7 | 100.8 | 84.1 | 84.1
CCOC1=CC(=O)CC(C)(C)C1 | 103.5 | 112.5 | 104.6 | 111.1 | 117.8 | 116.4 | 105.4 | 109.2 | 106.3
COc1cc(-c2cc(C(=O)Nc3nc4ccc(Cl)cc4s3)nc3cc(-c4ccccc4)nn23)cc(OC)c1OC | 93.8 | 105.6 | 92.5 | 109.7 | 102.2 | 96.7 | 98.0 | 97.1 | 105.6
c1ccc(Nc2nc3c(s2)CCc2c[nH]cc2-3)nc1 | 74.7 | 90.7 | -49.9* | 100.1 | 74.1 | 90.5 | 108.4 | 91.1 | 92.7
Cc1cccc(/C=N\N=C\c2cccc(C)n2)n1 | 104.0 | 96.2 | 93.0 | 108.4 | 114.5 | 96.1 | 101.3 | . | 105.9
O=C(Cn1cc(COc2ncnc3sc4c(c23)CCCC4)nn1)Nc1ccccc1F | . | 93.9 | 78.6 | 101.4 | 112.3 | 107.1 | 108.9 | 104.2 | 89.7
O=C(O)CC(=O)O | 103.1 | 97.5 | 104.7 | 100.3 | 104.3 | 101.0 | 107.0 | 103.2 | 101.4
CN1CCN(Cc2ccc(NC(=O)c3cncc(C#Cc4cnc5[nH]ncc5c4)c3)cc2C(F)(F)F)CC1 | 20.4 | 41.3 | 50.9 | 11.1 | 51.9 | 45.8 | 41.6 | . | 75.8
CC(=O)c1ccc(N=NC2C(=O)N(c3ccccc3)N=C2C)cc1 (centres undefined) | 89.7 | 97.4 | 83.2 | 95.3 | 110.3 | 84.8 | 91.8 | 93.0 | 92.4
O=C1NC2=C(C(=O)c3ccccc32)C(c2ccc3c(c2)OCO3)N1 (centres undefined) | 101.6 | 102.1 | 90.7 | 112.6 | 115.2 | 111.0 | 104.9 | 103.5 | 109.4
N=c1sc(Cc2cccc(Cl)c2)cn1CC(=O)c1ccc(F)cc1 | 82.0 | 81.7 | 63.1 | 44.7 | 97.6 | 67.5 | 71.8 | 88.8 | 71.8
Cc1cccc2c(=O)c3c(sc12)c(NCCNCCO)nc1ccccc13 | . | 34.0 | 29.1 | 10.0* | 45.1 | 37.7 | 64.9 | 55.3 | 45.1
CSc1nc2c(c(=O)[nH]1)C(c1ccc(C)cc1)C1=C(N2)/C(=C/c2ccc(C)cc2)CN(C)C1 (centres undefined) | 90.0 | 96.0 | 91.7 | 105.6 | 115.2 | 100.4 | 101.1 | 100.0 | 100.4
COc1ccc(C(C(=O)NCCN2CCOCC2)N(C(=O)C2CC2c2ccc(F)c(F)c2)c2ccc(C)cc2)c(OC)c1 (centres undefined) | 90.1 | 91.5 | 76.7 | 98.6 | 101.9 | 99.5 | 121.2 | 93.2 | 98.5
CCn1c2ccccc2c2cc(NC(=O)Nc3ccc([N+](=O)[O-])cc3C)ccc21 | 74.9 | 49.9 | 9.7* | 19.5 | -2.6* | 77.8 | 57.9 | 41.5 | 23.1
COc1ccc2oc3c(c4c(c5c6ccccc6n(C)c35)C(=O)NC4=O)c2c1 | 98.6 | 103.3 | 96.3 | 100.4 | 109.9 | 92.6 | 93.5 | 96.1 | 102.3
C=C(C)[C@@H]1CC[C@]2(C)[C@H](CC[C@@H]3[C@@H]([C@@](C)(O)CCC=C(C)C)CC[C@]32C)[C@@]1(C)CCC(=O)O | -41.5*[100 µM] | 14.8[100 µM] | -13.6*[100 µM] | -34.9*[100 µM] | -70.2*[100 µM] | -6.3*[100 µM] | 3.5*[100 µM] | -5.7*[100 µM] | 6.4*[100 µM]
C[C@H]1CCC/C=C/[C@@H]2CC=C[C@H]2[C@H](O)/C=C/C(=O)O1 | . | 94.5 | 100.1 | 108.3 | 101.2 | 106.6 | 92.0 | 97.1 | 92.2

Some of the entries above, set out differently.
Each structure is followed by: NCI-H226 | OVCAR-8 | NCI-H522 | NCI-H460 | OVCAR-3 | NCI-H322M | OVCAR-5 | NCI-H23 | NCI/ADR-RES
> CN1CCN(Cc2ccc(NC(=O)c3cncc(C#Cc4cnc5[nH]ncc5c4)c3)cc2C(F)(F)F)CC1
  20.4 | 41.3 | 50.9 | 11.1 | 51.9 | 45.8 | 41.6 | . | 75.8
> CC(=O)c1ccc(N=NC2C(=O)N(c3ccccc3)N=C2C)cc1 (centres undefined)
  89.7 | 97.4 | 83.2 | 95.3 | 110.3 | 84.8 | 91.8 | 93.0 | 92.4
> O=C1NC2=C(C(=O)c3ccccc32)C(c2ccc3c(c2)OCO3)N1 (centres undefined)
  101.6 | 102.1 | 90.7 | 112.6 | 115.2 | 111.0 | 104.9 | 103.5 | 109.4
> N=c1sc(Cc2cccc(Cl)c2)cn1CC(=O)c1ccc(F)cc1
  82.0 | 81.7 | 63.1 | 44.7 | 97.6 | 67.5 | 71.8 | 88.8 | 71.8
> Cc1cccc2c(=O)c3c(sc12)c(NCCNCCO)nc1ccccc13
  . | 34.0 | 29.1 | 10.0* | 45.1 | 37.7 | 64.9 | 55.3 | 45.1
> CSc1nc2c(c(=O)[nH]1)C(c1ccc(C)cc1)C1=C(N2)/C(=C/c2ccc(C)cc2)CN(C)C1 (centres undefined)
  90.0 | 96.0 | 91.7 | 105.6 | 115.2 | 100.4 | 101.1 | 100.0 | 100.4
> COc1ccc(C(C(=O)NCCN2CCOCC2)N(C(=O)C2CC2c2ccc(F)c(F)c2)c2ccc(C)cc2)c(OC)c1 (centres undefined)
  90.1 | 91.5 | 76.7 | 98.6 | 101.9 | 99.5 | 121.2 | 93.2 | 98.5
> CCn1c2ccccc2c2cc(NC(=O)Nc3ccc([N+](=O)[O-])cc3C)ccc21
  74.9 | 49.9 | 9.7* | 19.5 | -2.6* | 77.8 | 57.9 | 41.5 | 23.1

New compounds follow
SMILES | NCI-H226 | OVCAR-8 | NCI-H522 | NCI-H460 | OVCAR-3 | NCI-H322M | OVCAR-5 | NCI-H23 | NCI/ADR-RES
C#CCSC(=S)NNc1ccccc1 | 92.2 | 101.0 | . | 102.0 | 97.3 | 81.9 | 87.7 | 99.8 | 100.3
CC(C)[C@H]1CC[C@@](C)(C(=O)O)C1 | 109.2 | 92.5 | 93.7 | 115.3 | . | 121.0 | 103.7 | 104.3 | 112.1
O=C(O)c1cc(Br)c(O)c(Br)c1 | 107.6 | 111.0 | 94.4 | 118.8 | 106.2 | 102.3 | 104.8 | 101.6 | 106.3
FC(F)(F)c1nn(-c2ccccc2)c2c1-c1ccccc1CO2 | 95.1 | 101.6 | 93.9 | 101.9 | 105.1 | 96.6 | 97.0 | 95.5 | 101.2
O=C1COCCN1c1ccc(NCc2cn(Cc3ccccc3)c3ccccc23)cc1 | -40.1* | 93.7 | 94.1 | 31.9 | 80.9 | 86.1 | -23.8* | 93.7 | 101.4
O=Cc1cccc([N+](=O)[O-])c1O | 98.5 | 103.5 | 84.9 | 105.3 | 111.4 | . | 94.5 | 95.8 | 102.9
CC(=O)Nc1ccc(S(=O)(=O)c2ccc(Cl)cc2)cc1 | 103.6 | 115.2 | 92.6 | 107.6 | 115.0 | 109.1 | 98.6 | 103.8 | 103.8
Nc1c(C(=O)Nc2c(Cl)cccc2Cl)sc2nc3c(cc12)CCCC3 | 91.4 | 84.9 | 62.8 | 66.4 | 64.0 | 94.0 | 104.9 | 84.1 | 60.8
COCc1ccc([N+](=O)[O-])o1 | 105.6 | 104.9 | . | 106.6 | 109.1 | 131.3 | 90.6 | 107.1 | 109.2
O=C(Cn1cc(CN2C(=O)C3CCCN3C(=O)c3ccccc32)nn1)Nc1ccc(Cl)cn1 (centres undefined) | 79.9 | 100.3 | 94.0 | 101.5 | 101.8 | 95.3 | 98.4 | 92.5 | 93.3
COc1cc(C2C(C#N)=C(N)OC3=C2C(=O)c2ccccc2C3=O)ccc1OCc1ccc(F)cc1 (centres undefined) | . | 94.6 | 79.8 | 105.7 | 94.4 | 102.7 | 106.0 | 51.5 | 100.2
CC(C)=CCC1=C(OC2OC(CO)C(O)C(O)C2O)C(=O)c2ccccc2C1=O (centres undefined) | 87.2 | 90.9 | 91.4 | 76.1 | 127.3 | 117.2 | 114.3 | 97.7 | 99.1
COc1cc(CNC(=O)Cc2ccccc2)ccc1OCc1cn(-c2ccccc2F)nn1 | . | 98.2 | 97.9 | 100.8 | 109.4 | 113.0 | 106.5 | 96.6 | 102.2
OC1c2ccccc2-c2ccc(N(Cc3ccc(Br)cc3)Cc3ccc(Br)cc3)cc21 (centres undefined) | 67.1 | 51.4 | 38.3 | 16.5 | 62.0 | 69.9 | 98.8 | 72.8 | 53.8
CCN(CC)CCC(CNc1c2ccc(Cl)cc2nc2ccc(OC)cc12)c1ccccc1 (centres undefined) | 13.9 | -15.1* | -81.0* | -39.6* | -30.5* | 17.5 | -9.5* | 34.1 | -1.8*
Cc1c(Br)sc2ccccc12 | 109.6 | 110.1 | 79.5 | 106.1 | 97.0 | . | 102.2 | . | 104.4
Nc1c(-c2ccc(Cl)cc2)nnn1-c1cccc(C(F)(F)F)c1 | . | 100.3 | 79.5 | 105.8 | 113.3 | 80.9 | 90.7 | 97.0 | 93.2
NS(=O)(=O)c1ccc(Nc2nc(N/N=C/c3cn(-c4ccccc4)nc3-c3ccc(Cl)cc3)nc(Nc3ccccc3)n2)cc1 | 98.0 | 80.0 | 93.4 | 65.7 | 82.5 | 93.0 | 118.6 | 85.2 | 97.0
COc1cc(/C=C/c2nnc(-c3[nH]nc4c3Cc3ccccc3-4)o2)cc(OC)c1OC | 65.8 | 86.4 | 75.9 | 101.3 | 97.0 | 92.5 | 102.4 | 78.9 | 84.4
COc1ccc(C2CC(c3ccc(OC)cc3OC)=NN2c2ccc(S(N)(=O)=O)cc2)cc1 (centres undefined) | 100.8 | 77.0 | 63.7 | 87.3 | 119.2 | 94.4 | 99.4 | 90.7 | 89.4
c1ccc(CSC2(SCc3ccccc3)CCCC2)cc1 | 90.5 | 97.1 | 89.6 | 104.0 | 99.9 | 103.1 | 109.2 | 97.6 | 100.6
O=C(O)/C(=C/C=C/c1ccccc1)c1csc(-c2nc(/C(=C\C=C\c3ccccc3)C(=O)O)cs2)n1 | 101.8 | 112.7 | 77.9 | 106.7 | 108.6 | 103.4 | 96.6 | 100.5 | 102.8
O=C(/C=C/c1cn(-c2ccccc2)nc1-c1ccccc1)OCc1cn(-c2ccc(F)c(Cl)c2)nn1 | 95.0 | 82.8 | 61.3 | 92.1 | 103.8 | 88.5 | 102.5 | 92.1 | 92.3
O=C1CN(Cc2ccncc2)C(=O)[C@H](Cc2c[nH]c3ccccc23)N1 | 95.5 | 98.8 | 76.9 | 108.9 | 101.2 | 94.2 | 99.1 | 95.2 | 107.4
CC[C@]1(O)C[C@H]2CN(CCc3c([nH]c4ccccc34)C(C(=O)OC)(c3cc4c(cc3OC)N(C)[C@H]3[C@@](O)(C(=O)OC)[C@H](OC(C)=O)[C@]5(CC)[C@@H]6C[C@@H]6CN6CC[C@]43[C@@H]65)C2)C1 (some centres undefined) | -25.3* | 19.4 | -9.7* | 10.7 | 5.0* | 53.8 | 6.6* | 19.8 | -4.0*
O=S(=O)(Nc1ccc(Cl)nn1)c1ccc(NC(=S)NC2CCCCC2)cc1 | 104.1 | 104.4 | 95.0 | 106.5 | 105.6 | 117.1 | 102.7 | 104.3 | 102.3
Cc1ccc2c(c1)c(=O)n(-c1ccccc1)c1nnc(-c3ccccc3F)n21 | 89.5 | 92.0 | 92.9 | 56.5 | 113.9 | . | 89.3 | 99.5 | 86.8
Clc1ccc(-c2ccc(CNCC3CCNCC3)o2)c(-c2ccccc2)c1 | -12.1* | -66.9* | -70.7* | -86.7* | -79.9* | -25.7* | -90.6* | -39.8* | -32.5*
COc1ccc2nc(-c3ccccc3)cc(C(=O)O)c2c1 | 93.9 | 105.6 | 99.3 | 106.3 | 105.2 | 108.6 | 110.5 | 103.1 | 106.3
COc1ccc(/C=C/C(=O)Nc2ncnc3nc[nH]c23)cc1 | 104.4 | 103.2 | 81.1 | 99.2 | 104.2 | 101.1 | 117.6 | 97.7 | 96.6
C1=CCC2OC2C1 (centres undefined) | 98.7 | 100.4 | 93.9 | 104.5 | 104.7 | 97.2 | 102.0 | 105.3 | 107.4
COc1ccc(C2=C(C#N)C(N)=NN3C(=N2)C(c2nc4ccccc4s2)=Cc2cc(Br)ccc23)c(OC)c1 | 83.9 | 95.0 | 68.9 | 95.8 | 93.9 | 97.9 | 84.8 | 95.0 | 104.5
CC(C)c1ccc(COCc2cc(CN3CCCC3)c(O)c3ncccc23)cc1 | -6.0* | -10.8* | -40.1* | -40.8* | -34.2* | 12.2 | 32.8 | 8.8* | -51.2*
